D1 ag = agonists of human D1 dopamine receptor. activation, % at 2 µM. P21728. 360,000 tested, 1% active. HEK293 T-REx D1 cells, calcium flux, agonist mode; in the data active means activation above about 30%; further: 0% is about no effect
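Inducible HEK293 T-REx D1 cells, force-coupled to calcium signalling, were plated at 4000 cells/well with tetracycline and held overnight at 30 C. After no-wash calcium dye loading, compound-evoked calcium rise over 180 s flagged agonists.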
D2 antagonist = antagonizes the human D2 dopamine receptor; AID 485344; HEK293 TREx D2 cells, calcium flux, dopamine EC80; 340,000 tested, 2% active; inhibition, % at 10 µM; in the data active means inhibition above about 30%; further: 0% is about no effect
Target sequence (P14416 whole entry, looked up): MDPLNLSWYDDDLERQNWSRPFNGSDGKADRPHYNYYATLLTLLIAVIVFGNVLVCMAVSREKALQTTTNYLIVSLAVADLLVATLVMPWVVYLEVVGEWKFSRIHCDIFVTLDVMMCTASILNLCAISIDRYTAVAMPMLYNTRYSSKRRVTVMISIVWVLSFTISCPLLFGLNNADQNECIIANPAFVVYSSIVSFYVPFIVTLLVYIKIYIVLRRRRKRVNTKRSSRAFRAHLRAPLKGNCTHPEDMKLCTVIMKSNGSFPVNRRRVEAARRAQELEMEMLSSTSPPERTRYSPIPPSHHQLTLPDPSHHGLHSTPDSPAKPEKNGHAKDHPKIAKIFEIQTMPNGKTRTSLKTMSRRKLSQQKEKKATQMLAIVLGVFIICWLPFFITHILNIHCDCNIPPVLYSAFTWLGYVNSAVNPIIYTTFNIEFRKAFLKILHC
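In this primary screen, negative modulation is detected by tracking calcium flux after an EC80 dopamine challenge in inducible HEK293 T-REx D2 cells preexposed to test compound for 180 s.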
D1 PAM = enhances dopamine response at the human D1 receptor | P21728 | HEK293 TREx D1 cells, calcium flux, dopamine EC20 potentiation | potentiation, % at 10 µM | 360,000 tested, 0.036% active | AID 504651; in the data active means potentiation above about 30%; further: 0% is about no effect
RXFP1 antagonist = blocks the human relaxin receptor RXFP1 | activity change, negative = inhibition, % at 57.5 µM | AID 1259400 | 350,000 tested, 0.59% active | HEK293-RXFP1, relaxin-stimulated cAMP HTRF, 30 min; hits give low values;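 active means activity change of -60% or lower, but not beyond a set lower limit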; further: on the % scale 0 is the no-effect control and ±100 the full control effect
RXFP1 agonist = RXFP1 (human) receptor agonism. HEK293T-RXFP1 cAMP TR-FRET, 30 min; response scale: percent of porcine relaxin response, buffer zero. Potency, µM (highest dose often 57.5 µM), for inactives: at the top dose activation, actives largely listed as activators. Q9HBX9. 370,000 tested, 0.3% active; active means well fitted activation curve with a large enough effect; further: potency means the concentration at half of the fitted maximal effect; on the % scale 0 is the no-effect control and ±100 the full control effect; nearly all actives have a fitted effect of over 60% in size; many of its hits are not listed in these tables
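HEK293T cells stably expressing RXFP1 were pretreated with the PDE4 inhibitor Ro 20174, exposed to compounds for 30 min at 37C, lysed, and cAMP was read by TR-FRET. Data normalized to buffer (basal) and 29 nM porcine relaxin (100%).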
D2 agonist = D2 dopamine receptor (human) agonism. HEK293 T-REx D2 cells, calcium flux agonist mode. activation, % at 2 µM. 340,000 tested, 0.53% active;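 active means activation over 3 SD above normal in the single-dose calcium agonist read, cut at about 30% in these data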; further: 0% is about no effect
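Agonism is scored from calcium flux in a force-coupled, inducible HEK293 cell line expressing D2, read kinetically for 180 s after compound addition against dopamine controls.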
TRHR enhancer = allosterically enhances the human TRH receptor | P34981 | TRHR cells, fluo-8 calcium fluorescence, EC20 TRH enhancement | enhancement, % at 2 µM | 360,000 tested, 0.66% active | AID 493056; in the data active means enhancement above about 30%; further: 0% is about no effect
Target sequence (P34981 whole entry, looked up): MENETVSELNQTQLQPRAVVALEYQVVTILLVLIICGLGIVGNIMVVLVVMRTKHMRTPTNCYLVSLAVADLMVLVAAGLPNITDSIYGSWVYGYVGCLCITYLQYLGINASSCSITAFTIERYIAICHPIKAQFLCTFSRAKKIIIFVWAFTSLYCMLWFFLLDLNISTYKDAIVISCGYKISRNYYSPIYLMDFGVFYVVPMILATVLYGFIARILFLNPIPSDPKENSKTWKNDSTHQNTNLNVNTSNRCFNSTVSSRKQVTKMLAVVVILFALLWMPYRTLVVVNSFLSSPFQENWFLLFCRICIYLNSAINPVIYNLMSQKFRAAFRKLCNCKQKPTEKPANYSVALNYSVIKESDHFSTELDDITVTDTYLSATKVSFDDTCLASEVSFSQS
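TRHR-expressing cells loaded with fluo-8 calcium dye were read kinetically (ex 480/em 530) during compound addition, then stimulated with an EC20 of TRH (10 nM final). Enhancement of the Gq-mediated intracellular calcium response was scored.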
D1 antag = human D1 dopamine receptor antagonism | P21728 | activity change, negative = inhibition, % at 10 µM | HEK293 TREx D1 cells, calcium flux, dopamine EC80; hits give low values | 360,000 tested, 3.2% active; in the data active means activity change below about -30%; further: on the % scale 0 is the no-effect control and ±100 the full control effect
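Cells carrying a force-coupled, tetracycline-inducible human D1 receptor report calcium flux. Each well gets a 10 s baseline, compound with 180 s monitoring, then an EC80 dopamine stimulus with a second 180 s kinetic read.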
D2 potentiator = positively modulates the human D2 dopamine receptor allosterically | potentiation, % at 10 µM | HEK293 T-REx D2, calcium flux, EC20 dopamine potentiation | 340,000 tested, 0.34% active | AID 485347;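 active means potentiation over 3 SD above the plate norm, cut at about 30% in these data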; further: 0% is about no effect
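Using a no-wash calcium dye in inducible, force-coupled HEK293 Trex cells expressing D2, we tracked fluorescence each second for 180 s after compound, then for 180 s after EC20 dopamine to detect augmented signalling.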
Starred values were filed as active, the others as inactive; . = not tested or not shown. Some of the compounds tested; count on the stated rates, not on these rows.

#	SMILES	D2 potentiator	D1 ag	RXFP1 antagonist	D2 antagonist	RXFP1 agonist
1	CCC(=O)Nc1cc(C(=O)OC(C(=O)c2ccc(C)c(C)c2)c2ccccc2)ccc1C (stereo not drawn)	1	4	-3	-5	-0.5%
2	CCOc1cccc(CNC(=O)c2ccc(N3CCCC3)c(NC(=O)NCc3ccc(F)cc3)c2)c1	-1	3	-2	.	0.3%
3	COc1ccccc1NC(=O)c1nnn(CC(=O)Nc2cccc(SC)c2)c1N	35*	6	-14	-6	16%
4	Cc1ccc(NC(=O)C2Oc3ccccc3OC2C)cc1 (stereo not drawn)	3	0	-5	3	-1.1%
5	N#Cc1nc(Cc2cccc3ccccc23)oc1N1CCOCC1	15	1	-4	4	4.1%
6	O=C(NNC(=O)C12CC3CC(CC(C3)C1)C2)c1cccc(O)c1	-8	2	-16	12	3.2%
7	CSc1nc2c(c(=O)[nH]1)C(c1cccc(Br)c1)CC(=O)N2 (stereo not drawn)	0	1	12	-11	1.2%
8	COc1ccc(-c2sc(Nc3ccccc3)n[n+]2-c2ccc(F)cc2)c(C)c1C	-6	2	.	-4	-2.5%
9	O=C(CSC1=NCCS1)Nc1nc(-c2ccccc2)cs1	0	4	-24	2	1.2%
10	CCOC(=O)c1cnc2c(C)cc(C)cc2c1Nc1ccc(OCc2ccccc2)cc1	1	0	.	.	-1.0%
11	CC(C)CN1C(=O)C(=O)N(CC(=O)N2CCC(Cc3ccccc3)CC2)C1=O	0	2	0	-26	0.4%
12	COCCC(=O)N1CCC(Oc2ccc(C(=O)NCc3csc(C)n3)cc2)CC1	-2	3	4	13	2.5%

#	D1 PAM	D1 antag	TRHR enhancer	D2 agonist
1	-6	-4	-9	2.7
2	-1	-35*	0	.
3	1	15	13	-1.3
4	-7	-1	0	-0.6
5	6	10	2	0.2
6	-2	10	2	1.3
7	-6	4	-11	-0.1
8	-6	-13	-1	0.0
9	-7	-14	-2	-1.5
10	2	5	0	-0.6
11	-6	-1	-2	2.8
12	3	3	4	-2.2

Entries of single compounds as entered above:
Shown for N#Cc1nc(Cc2cccc3ccccc23)oc1N1CCOCC1 : D2 potentiator: 15; D1 ag: 1; RXFP1 antagonist: -4; D2 antagonist: 4; RXFP1 agonist: 4.1%; D1 PAM: 6; D1 antag: 10; TRHR enhancer: 2; D2 agonist: 0.2
Shown for CCC(=O)Nc1cc(C(=O)OC(C(=O)c2ccc(C)c(C)c2)c2ccccc2)ccc1C (stereo not drawn) : D2 potentiator: 1; D1 ag: 4; RXFP1 antagonist: -3; D2 antagonist: -5; RXFP1 agonist: -0.5%; D1 PAM: -6; D1 antag: -4; TRHR enhancer: -9; D2 agonist: 2.7
Shown for CC(C)CN1C(=O)C(=O)N(CC(=O)N2CCC(Cc3ccccc3)CC2)C1=O : D2 potentiator: 0; D1 ag: 2; RXFP1 antagonist: 0; D2 antagonist: -26; RXFP1 agonist: 0.4%; D1 PAM: -6; D1 antag: -1; TRHR enhancer: -2; D2 agonist: 2.8

Next section
#	SMILES	D2 potentiator	D1 ag	RXFP1 antagonist	D2 antagonist	RXFP1 agonist
13	COc1cc(OC)c(OC)cc1CNc1nnnn1C	1	2	7	-2	1.3%
14	O=C(NNc1c(Cl)cc(Cl)cc1Cl)c1cccc([N+](=O)[O-])c1	-5	6	.	-15	4.3%
15	COc1ccccc1NC(=O)Cn1c(=O)n(Cc2ccco2)c(=O)c2oc3ccccc3c21	-1	0	-11	.	-1.4%
16	O=C(COC(=O)c1cccnc1)NC1CCCc2ccccc21 (stereo not drawn)	-3	5	-2	10	0.0%
17	Cc1c(C(=O)OCCOc2ccccc2)[nH]c2c1C(=O)CCC2	11	16	-12	4	0.2%
18	COc1ccc(/C=N/OC(=O)Nc2ccccc2OC)cc1	0	1	-20	3	-1.0%
19	CC(C)(C)c1cc(-c2nc(N)nc(N)n2)c(O)c(C(C)(C)C)c1	10	2	.	10	3.4%
20	COc1ccc(C(=O)NC(C)c2nc3ccccc3n2C)cc1OC (stereo not drawn)	-1	2	2	8	-1.5%
21	Cc1ccc(Cn2c(=O)c3c(nc4n3CCCN4Cc3ccccc3)n(C)c2=O)cc1	1	1	-4	-11	0.4%
22	Cc1ccc(S(=O)(=O)N2[C@@H](c3ccccc3F)C(C(=O)O)=CC[C@H]2c2cccc(C)c2)cc1	-4	1	.	.	1.8%
23	N/C(=N\C(=S)Nc1ccccc1)c1ccccc1	4	1	-6	4	3.0%
24	Cc1ccccc1C(=O)N/N=C1/SCC(=O)N1Cc1ccccc1	16	-1	18	10	2.9%

#	D1 PAM	D1 antag	TRHR enhancer	D2 agonist
13	-4	0	-3	0.1
14	0	3	22	0.4
15	-4	1	0	-0.5
16	0	-14	-3	0.9
17	-5	-10	-7	-0.6
18	-11	-22	-6	-0.2
19	-1	32	-10	1.3
20	-2	0	-1	-0.1
21	-8	-2	1	-0.1
22	-3	-11	-14	.
23	-8	-3	-2	1.2
24	-2	8	-2	-0.5

Continued:
#	SMILES	D2 potentiator	D1 ag	RXFP1 antagonist	D2 antagonist	RXFP1 agonist
25	NS(=O)(=O)c1ccc2nc(NC(=O)c3ccc(Br)o3)sc2c1	-22	1	-9	-15	5.2%
26	CCc1ccc(NC(=O)Cn2c(=O)n(CCc3ccccc3)c(=O)c3sc4ccccc4c32)cc1	0	3	.	.	16%
27	COc1ccccc1NC(=O)Nc1ccc(Br)cn1	-7	2	8	5	1.6%
28	CCc1ccc(NC(=O)CSc2nnc(COc3ccc4c(c3)CCCC4)o2)cc1	-5	2	-16	-7	1.1%
29	Cc1ccnc(N/C=C(/NC(=O)c2ccccc2)C(=O)N/N=C\c2ccc(F)cc2)n1	-13	0	-14	-3	1.8%
30	Cc1ccc(C(=O)n2c3ccccc3c3ccccc32)cc1	-1	-1	-10	15	0.6%
31	Cc1cccc(Cc2c(C)nc3nc(SCC(=O)NCc4ccccc4)nn3c2C)c1	-3	0	.	.	-0.3%
32	FC(F)(F)c1cccc(NC(=S)NC2CCCC2)c1	-11	21	-9	2	1.6%
33	CCOc1ccc(/C(O)=C2/C(=O)C(=O)N(CCCN3CCOCC3)C2c2ccc(C)cc2)cc1C (stereo not drawn)	2	2	-1	-9	27%
34	CCNc1nc(NCC)nc(N/N=C/c2cc(OC)c(OC)c(OC)c2)n1	10	1	10	-17	0.2%
35	COC(=O)C1=C(C)N(C)C(=O)NC1c1ccc(O)c(Cl)c1 (stereo not drawn)	5	1	1	9	-0.3%
36	CN1CCN(S(=O)(=O)c2ccc3c(c2)oc(=O)n3C)CC1	2	3	4	-5	-1.8%

#	D1 PAM	D1 antag	TRHR enhancer	D2 agonist
25	-6	-25	-1	1.5
26	-2	-1	-4	-1.1
27	-9	-6	0	0.4
28	1	-10	0	-0.2
29	-7	-37*	0	0.0
30	4	3	3	-0.7
31	-1	-21	-4	0.1
32	-5	-36*	3	-0.3
33	0	6	-4	-1.4
34	-4	-1	-6	0.0
35	0	-19	3	0.6
36	-14	10	0	-1.2

Following part
#	SMILES	D2 potentiator	D1 ag	RXFP1 antagonist	D2 antagonist	RXFP1 agonist
37	CCN1C(=O)[C@H]2[C@@H](c3ccc(C)cc3)N3C(=O)N(c4ccc(OC)cc4)C(=O)[C@@]3(C)[C@H]2C1=O	3	0	.	11	-1.1%
38	COCCCNC(=O)CN1CCN(Cc2ccccc2Cl)C1=O	-16	3	.	2	1.0%
39	COc1ccccc1-c1nnc(SCC(=O)O)n1C	-14	2	3	-7	1.9%
40	O=C(COC(=O)CSc1ccc([N+](=O)[O-])cc1)NCC1CCCO1 (stereo not drawn)	9	8	-2	0	-2.2%
41	Cc1cc(-c2nn3c(-c4ccccc4)nnc3s2)c2ccccc2n1	-4	-1	17	9	1.4%
42	OCCc1ccc(O)c(-n2nc3ccccc3n2)c1	3	4	-9	6	3.4%
43	O=C(Nc1cc(Br)ccc1O)C1CC(c2c(F)cccc2Cl)=NO1 (stereo not drawn)	10	11	-2	-11	2.2%
44	NC(=O)Cc1nc(-c2ccc(F)cc2)cs1	-21	0	0	.	2.8%
45	CC(=O)Nc1ccc(S(=O)(=O)N2CCC(c3ccncc3)CC2)cc1	13	9	-13	.	1.9%
46	CCOC(=O)c1nnc(-c2ccc(C)cc2)nc1Sc1ccccc1Cl	5	7	-9	14	-1.1%
47	O=C(C1=C[C@H](c2csc3ccccc23)C[C@H](OCCCCO)O1)N1CCOCC1	3	1	.	-4	-0.6%
48	CC(C)C(=O)Nc1cccc(C(=O)Nc2nnc(C(F)(F)F)s2)c1	-1	2	-5	.	14%

#	D1 PAM	D1 antag	TRHR enhancer	D2 agonist
37	-3	2	2	-0.9
38	3	-11	-3	0.9
39	8	8	2	0.6
40	4	-5	0	0.4
41	-6	-33*	-2	-0.4
42	0	-7	44*	0.5
43	3	0	-8	-1.5
44	0	6	-2	.
45	0	-37*	-1	-0.6
46	-5	3	1	-0.4
47	-2	-18	-2	-0.1
48	-1	-7	4	-0.6

Four entries picked at random from the list so far, as already listed:
#	SMILES	D2 potentiator	D1 ag	RXFP1 antagonist	D2 antagonist	RXFP1 agonist
3	COc1ccccc1NC(=O)c1nnn(CC(=O)Nc2cccc(SC)c2)c1N	35*	6	-14	-6	16%
23	N/C(=N\C(=S)Nc1ccccc1)c1ccccc1	4	1	-6	4	3.0%
30	Cc1ccc(C(=O)n2c3ccccc3c3ccccc32)cc1	-1	-1	-10	15	0.6%
2	CCOc1cccc(CNC(=O)c2ccc(N3CCCC3)c(NC(=O)NCc3ccc(F)cc3)c2)c1	-1	3	-2	.	0.3%

#	D1 PAM	D1 antag	TRHR enhancer	D2 agonist
3	1	15	13	-1.3
23	-8	-3	-2	1.2
30	4	3	3	-0.7
2	-1	-35*	0	.

Next section
#	SMILES	D2 potentiator	D1 ag	RXFP1 antagonist	D2 antagonist	RXFP1 agonist
49	O=C(O)c1csc(N/N=C/c2ccc(Br)cc2)n1	-3	3	3	-2	1.5%
50	O=C(NCCN1CCCCCC1)C1CCCN1S(=O)(=O)c1cccc2nsnc12 (stereo not drawn)	-5	1	-5	-10	2.0%
51	Cn1c(=O)c2[nH]c(-c3ccccc3Cl)c(O)c2n(C)c1=O	.	6	-7	.	1.5%
52	CC1=C(C(N)=O)C(c2cccc(Br)c2)n2nc(SCc3ccccc3Cl)nc2N1 (stereo not drawn)	5	1	.	.	-0.1%
53	COC(=O)c1ccc(C2C(Oc3ccccc3)C(=O)N2CCc2ccc(F)cc2)cc1 (stereo not drawn)	-15	13	0	36*	0.9%

#	D1 PAM	D1 antag	TRHR enhancer	D2 agonist
49	-1	-11	6	-2.8
50	5	-2	3	0.2
51	-5	-1	-1	.
52	-4	6	-5	1.4
53	-9	-7	-6	1.3

Screens from PubChem.
